Pf apPOL inh – Pf-apPOL DNA polymerase inhibition. Recombinant Pf-apPOL, molecular beacon fluorescence, 1.5 h. inhibition, % at 10 µM. actives 0.25% (n = 210,000). AID 1794808
mHTT CaM bind – inhibitors of human mutant huntingtin-calmodulin interaction. AlphaScreen His-mHTT/GST-CaM binding, luminescence. actives 3.6% (n = 190,000). inhibition, % at 15 µM. AID 1671202. P42858;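 note: 0% = both proteins with DMSO and 100% = one protein alone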
Target sequence (P42858 whole entry, looked up, stated change not applied): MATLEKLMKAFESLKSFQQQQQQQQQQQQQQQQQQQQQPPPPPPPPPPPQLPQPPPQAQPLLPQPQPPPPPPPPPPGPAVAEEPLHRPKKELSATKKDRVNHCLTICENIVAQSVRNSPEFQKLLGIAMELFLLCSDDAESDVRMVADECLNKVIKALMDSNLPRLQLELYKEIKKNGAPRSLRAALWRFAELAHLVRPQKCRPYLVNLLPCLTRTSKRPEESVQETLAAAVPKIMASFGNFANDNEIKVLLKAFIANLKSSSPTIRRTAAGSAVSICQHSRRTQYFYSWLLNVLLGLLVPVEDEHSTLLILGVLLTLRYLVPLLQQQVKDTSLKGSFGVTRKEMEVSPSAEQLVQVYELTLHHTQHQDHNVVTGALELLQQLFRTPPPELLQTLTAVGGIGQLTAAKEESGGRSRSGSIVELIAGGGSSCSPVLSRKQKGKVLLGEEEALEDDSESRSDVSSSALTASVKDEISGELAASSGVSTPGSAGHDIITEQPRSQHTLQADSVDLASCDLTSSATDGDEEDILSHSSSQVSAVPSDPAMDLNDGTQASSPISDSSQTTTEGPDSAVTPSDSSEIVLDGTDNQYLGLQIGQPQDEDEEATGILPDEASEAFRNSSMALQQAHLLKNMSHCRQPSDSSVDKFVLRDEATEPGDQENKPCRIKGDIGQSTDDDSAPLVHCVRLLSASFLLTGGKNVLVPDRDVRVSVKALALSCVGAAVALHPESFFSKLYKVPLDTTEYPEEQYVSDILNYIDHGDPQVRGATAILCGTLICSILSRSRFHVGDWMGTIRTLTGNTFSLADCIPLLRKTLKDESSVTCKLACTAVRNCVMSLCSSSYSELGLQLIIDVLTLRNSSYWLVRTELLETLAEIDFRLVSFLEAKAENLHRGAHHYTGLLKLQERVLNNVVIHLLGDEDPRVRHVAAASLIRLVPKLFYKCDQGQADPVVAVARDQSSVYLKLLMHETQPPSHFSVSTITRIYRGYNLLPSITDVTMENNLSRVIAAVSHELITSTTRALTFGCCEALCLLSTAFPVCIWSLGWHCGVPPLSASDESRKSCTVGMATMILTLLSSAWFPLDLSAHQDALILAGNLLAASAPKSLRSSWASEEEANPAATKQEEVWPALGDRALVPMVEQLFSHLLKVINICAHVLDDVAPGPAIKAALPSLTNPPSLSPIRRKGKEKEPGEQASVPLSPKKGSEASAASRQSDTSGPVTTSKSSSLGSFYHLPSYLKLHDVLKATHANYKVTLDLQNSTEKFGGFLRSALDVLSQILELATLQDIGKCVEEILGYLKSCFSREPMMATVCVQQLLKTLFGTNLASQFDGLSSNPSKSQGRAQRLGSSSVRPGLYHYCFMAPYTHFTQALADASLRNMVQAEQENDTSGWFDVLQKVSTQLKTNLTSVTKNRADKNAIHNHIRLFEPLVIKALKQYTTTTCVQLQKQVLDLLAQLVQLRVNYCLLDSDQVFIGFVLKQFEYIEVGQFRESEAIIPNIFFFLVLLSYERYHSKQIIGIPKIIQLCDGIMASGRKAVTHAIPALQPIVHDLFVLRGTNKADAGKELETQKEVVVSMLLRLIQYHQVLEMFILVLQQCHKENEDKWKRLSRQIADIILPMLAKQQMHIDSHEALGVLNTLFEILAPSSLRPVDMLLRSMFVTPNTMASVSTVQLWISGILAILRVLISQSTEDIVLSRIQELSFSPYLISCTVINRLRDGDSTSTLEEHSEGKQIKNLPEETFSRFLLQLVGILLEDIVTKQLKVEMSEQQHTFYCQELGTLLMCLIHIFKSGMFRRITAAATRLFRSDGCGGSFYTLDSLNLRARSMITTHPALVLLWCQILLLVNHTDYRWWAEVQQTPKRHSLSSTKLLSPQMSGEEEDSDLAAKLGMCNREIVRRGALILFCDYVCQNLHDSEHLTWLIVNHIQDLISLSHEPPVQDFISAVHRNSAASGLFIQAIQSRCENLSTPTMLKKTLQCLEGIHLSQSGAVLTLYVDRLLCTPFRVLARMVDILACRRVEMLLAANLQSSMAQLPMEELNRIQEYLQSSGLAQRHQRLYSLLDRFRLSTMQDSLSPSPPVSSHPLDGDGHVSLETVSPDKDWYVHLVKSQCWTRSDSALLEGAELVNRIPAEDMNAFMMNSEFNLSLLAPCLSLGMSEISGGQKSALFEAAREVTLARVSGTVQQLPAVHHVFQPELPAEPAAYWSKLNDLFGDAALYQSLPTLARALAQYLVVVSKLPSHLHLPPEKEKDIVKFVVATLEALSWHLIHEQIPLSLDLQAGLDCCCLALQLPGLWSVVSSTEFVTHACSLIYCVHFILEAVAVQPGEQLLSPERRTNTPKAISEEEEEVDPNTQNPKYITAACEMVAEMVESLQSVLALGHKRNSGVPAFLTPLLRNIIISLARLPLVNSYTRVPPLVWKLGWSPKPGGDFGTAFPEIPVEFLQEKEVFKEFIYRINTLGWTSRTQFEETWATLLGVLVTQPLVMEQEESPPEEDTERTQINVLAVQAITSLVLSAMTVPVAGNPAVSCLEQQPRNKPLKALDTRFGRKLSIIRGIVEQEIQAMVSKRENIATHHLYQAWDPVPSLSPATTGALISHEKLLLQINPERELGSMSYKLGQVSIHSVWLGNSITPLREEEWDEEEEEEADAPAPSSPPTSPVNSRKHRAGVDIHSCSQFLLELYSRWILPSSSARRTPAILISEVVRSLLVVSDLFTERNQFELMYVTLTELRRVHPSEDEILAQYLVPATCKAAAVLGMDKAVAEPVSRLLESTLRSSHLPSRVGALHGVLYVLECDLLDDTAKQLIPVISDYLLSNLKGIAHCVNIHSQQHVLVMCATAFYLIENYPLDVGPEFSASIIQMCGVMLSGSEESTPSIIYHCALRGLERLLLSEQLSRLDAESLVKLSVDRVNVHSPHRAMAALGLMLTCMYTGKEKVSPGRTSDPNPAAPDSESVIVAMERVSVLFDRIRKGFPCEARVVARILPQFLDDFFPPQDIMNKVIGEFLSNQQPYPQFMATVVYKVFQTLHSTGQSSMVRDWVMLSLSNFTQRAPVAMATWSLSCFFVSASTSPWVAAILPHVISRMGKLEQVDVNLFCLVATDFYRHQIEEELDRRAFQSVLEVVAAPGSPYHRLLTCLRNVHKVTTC
An asterisk follows results filed as active; . = no result given; & = joins results of further samples. Cut-off read from the data, not from the text of the source: active = inhibition above about 50%; inactive = the rest.

structure | Pf apPOL inh | mHTT CaM bind
O=C(CN(Cc1ccccc1)S(=O)(=O)c1ccc(F)cc1)NCc1ccncc1 | -7 | -1
O=C(Nc1ccc2c(c1)C(=O)N1CCCCC1CCO2)c1ccc(Cl)s1 (stereo not drawn) | 4 | 15
COc1ccccc1OCCCOc1ccccc1[N+](=O)[O-] | 3 | -22
CC(=O)c1ccc(NC(=O)C2CC(Cl)=CCC2C(=O)O)cc1 (stereo not drawn) | 9 | -2
COc1cc(-c2noc(-c3ccc([N+](=O)[O-])cc3)n2)cc(OC)c1OC | -5 | 2
CN1C(=O)Cc2cc(C(=O)N3CCCCC3)ccc21 | 1 | -4
CC1=NOC(=O)/C1=C/c1ccc(-c2ccc(N3CCCCC3)c([N+](=O)[O-])c2)o1 | -4 | 20
COc1ccc(C(=O)C[n+]2cnn(CC(=O)c3ccccc3)c2)cc1 | -1 | 3

(more compounds)
structure | Pf apPOL inh | mHTT CaM bind
CCn1c(C)nnc1SCc1nc(-c2ccccc2)oc1C | -3 | 5
CCN(CC)C(=O)C1CCN(c2nc3ccc(-c4cccs4)nc3s2)CC1 | -1 | 64*
CC(Oc1ccccc1)C(=O)Nc1cccn2ncnc12 (stereo not drawn) | -2 | -11
COCCCNC(=O)CC1CCN(C(=O)c2sc(-c3ccc(C)cc3)nc2C)CC1 | 2 | 12
COc1ccc(CCNC(=O)C2CC(=O)N(c3ccc(Br)cc3)C2)cc1OC (stereo not drawn) | -2 | 26
O=C(CCCl)Nc1c(-c2cccc(F)c2)nc2ccccn12 | -1 | 26
CCOC(=O)[C@@H]1CSCCS(=O)(=O)N1C(=O)[C@H](Cc1ccccc1)NC(=O)OC(C)(C)C | -5 | 15
Cc1ccc2nsnc2c1NC(=O)C(c1ccccc1)c1ccccc1 | -7 | -2

Other entries:
structure | Pf apPOL inh | mHTT CaM bind
CCOC(=O)c1ccccc1NC(=O)N1CCOc2ccc(Cl)cc21 | -1 | -17
Cc1ccc(OCC2SCCN2S(=O)(=O)c2ccc(F)cc2)c([N+](=O)[O-])c1 (stereo not drawn) | -1 | .
CCN1CCN(C(=O)C2CCCN(c3cnn(Cc4ccccc4)c(=O)c3)C2)CC1 (stereo not drawn) | -6 | 0
Cc1ccc(-n2nc3c(c2NC(=O)C24CC5CC(CC(C5)C2)C4)CS(=O)(=O)C3)c(C)c1 | -5 | 4
COc1cccc(NC(=O)c2ccc([N+](=O)[O-])cc2Cl)c1 | 0 | -1
O=C1OC(c2ccc(Cl)cc2)=N/C1=C\c1cccc(F)c1 | -2 | -1
CCc1c(C2CCN(C(=O)CC3CCCC3)CC2)noc1N | -1 | -4
OC(CC#CCN1CCCC1)(c1ccccc1)C1CCCCC1 (stereo not drawn) | 16 | 9

(more compounds)
structure | Pf apPOL inh | mHTT CaM bind
CC(C)N(C[C@@H]1CSCCS(=O)(=O)N1)C(C)C | 0 | 16
O=C(Nc1cc([N+](=O)[O-])ccc1Cl)c1ncn[nH]1 | 8 | 4
CC(C)n1cc2cc(C(=O)NCc3ccncc3)sc2c1 | 0 | 4
CC(C)(C)NC(=O)NC1CCN(c2ccccc2)C1=O (stereo not drawn) | -1 | 1
Cc1ccc(COCc2nn(C)c3c2CN(C(=O)Nc2ccc(C)cc2)CC3)cc1 | -3 | 8
COc1ccc(-c2cn(CC3CCCCC3)nn2)cc1 | -2 | 0
O=C1CSC(c2cccc(F)c2)N1c1ccccc1F (stereo not drawn) | 0 | -1
COc1cccc(OC)c1C(=O)Nc1nc2ccc(S(C)(=O)=O)cc2s1 | -9 | 14

Continued.
structure | Pf apPOL inh | mHTT CaM bind
Cc1ccc(Cl)c(NC(=O)C2CCc3sc(C(=O)N(C)C)cc3C2)c1 (stereo not drawn) | -7 | 3
CC[C@@H](CO)Nc1cccc2c1S(=O)(=O)N(Cc1cn(Cc3ccc(F)cc3)nn1)Cc1ccccc1O2 | -2 | 7
O=C1c2cccc3cccc(c23)C(=O)N1CCCC(=O)N1CCc2ccccc21 | -4 | 2
Cc1cc(=O)n2[nH]c(-c3cccc(F)c3)cc2n1 | -8 | -7
Cc1cc(C2CCCN2C(=O)c2c(-c3ccccc3Cl)noc2C)no1 (stereo not drawn) | -2 | 0
CSc1nsc(SC)c1NC(=O)Nc1ccc(Cl)cc1 | -6 | 4
CCn1cc(S(=O)(=O)N2CCC(CN3CCCC(C)C3)CC2)cn1 (stereo not drawn) | 0 | -5
CC(C)CN(CC(C)C)C(=O)c1ccccc1NC(=O)CN1C(=O)c2ccccc2C1=O | 6 | 5

Grouped by structure, the entries above containing an aryl thioether with sulfur outside any ring (two)
structure | Pf apPOL inh | mHTT CaM bind
CCn1c(C)nnc1SCc1nc(-c2ccccc2)oc1C | -3 | 5
CSc1nsc(SC)c1NC(=O)Nc1ccc(Cl)cc1 | -6 | 4

(more compounds)
structure | Pf apPOL inh | mHTT CaM bind
COC(=O)NCc1nnnn1-c1ccc(OC)cc1 | -3 | -5
CCc1nc(N)n(CC(=O)NCc2ccc3c(c2)OCO3)c(=O)c1C | 4 | -9
COc1cc2c(cc1[N+](=O)[O-])OCO2 | . | -5
Cc1ccc(C)c(S(=O)(=O)N=C2C=C(Nc3ccccc3)C(=O)c3ccccc32)c1 | -3 | 89*
O=C(COc1ccc(Cl)cc1Cl)Nc1ccc(S(=O)(=O)N2CCOCC2)cc1 | -5 | -3
O=c1c2c(n3cnnc3n1CCc1ccccc1)-c1ccccc1CC21CCCCC1 | -2 | 11
Nc1ccc(S(N)(=O)=O)cc1 | . | -4
CN(C)c1cccc(C(=O)NCC2(c3ccccc3)CCOCC2)c1 | -4 | -3

Entries of single compounds from above.
CCc1nc(N)n(CC(=O)NCc2ccc3c(c2)OCO3)c(=O)c1C reads Pf apPOL inh = 4; mHTT CaM bind = -9
Cc1ccc(C)c(S(=O)(=O)N=C2C=C(Nc3ccccc3)C(=O)c3ccccc32)c1 reads Pf apPOL inh = -3; mHTT CaM bind = 89*

(listing goes on)
structure | Pf apPOL inh | mHTT CaM bind
CCc1ccc(CNC(=O)CC2CCN(C(=O)c3ccc(C)cc3)CC2)cc1 | -4 | -5
Cc1[nH][nH]c(=O)c1C(c1ccc2c(c1)OCO2)c1c(C)[nH][nH]c1=O | 2 | 6
CCN(C(=O)c1ccc(N2CC3CC(C2)c2cccc(=O)n2C3)c(N)c1)c1cccc(C)c1 (stereo not drawn) | -4 | 12
CCOc1cc2c(cc1/C=C1\SC(=O)N(C(C)CC)C1=O)OCO2 (stereo not drawn) | 2 | 1
COc1ccc(C(C[N+](=O)[O-])Sc2ccccc2N)cc1 (stereo not drawn) | 1 | 33
O=C(COc1ccc(Cl)cc1)Nc1ncn[nH]1 | 0 | 22
Cc1nc(-c2ccc(S(=O)(=O)NCc3nc(-c4ccc(C(F)(F)F)cc4)no3)s2)cs1 | -1 | .
NNC(=O)CSc1cc(C(F)(F)F)nc2ccccc12 | 6&-7 | .

Remaining list, next part:
structure | Pf apPOL inh | mHTT CaM bind
Cc1ccc(NC(=O)c2cc3c(CO)cnc(C)c3oc2=N)c(F)c1 | -4 | 11
Cn1nccc1C(=O)N1CCC(c2nc(-c3ccc(F)cc3)n[nH]2)CC1 | 0 | 1
COc1ccc(CCN2C(=O)CCC2(C)C(=O)NC2CCCCCC2)cc1OC (stereo not drawn) | 4 | 4
CCc1cccc(N2C=C(C(=O)N3CCCCC3)S(=O)(=O)c3ccccc32)c1 | 0 | 4
CCc1ccc(CNC(=O)C2CCN(c3nc4cccnc4s3)CC2)cc1 | -5 | -6
COc1ccc(Cl)cc1NC(=O)C1CC=CCC1C(=O)O (stereo not drawn) | 1 | -2
CC(C)(C)NC(=O)C1CC(=O)N(Cc2ccc(F)cc2)C1 (stereo not drawn) | -5 | -4
CC(C)CN1CC23C=CC(O2)C(C(=O)O)C3C1=O (stereo not drawn) | 2 | -4

Following part:
structure | Pf apPOL inh | mHTT CaM bind
O=C(Nc1ccc(N2CCOCC2)cc1)C1CCCCC1 | -7 | 3
O=S1(=O)c2ccc(N3CCC[C@H]3CO)cc2O[C@H]2CCN1C2 | -4 | -12
COc1ccc(S(=O)(=O)Nc2ccc(CSc3ccccc3)cc2C)cc1OC | 14 | 8
Cc1cccc(CN2CCc3nc(N4CCN(c5ncccn5)CC4)ncc3C2)c1 | 1 | 100*
Cc1cc(C)nc(SCC(=O)N(c2ccccc2)c2ccccc2)n1 | 2 | -9
O=C(Nc1ccc(N2CCN(C3CCCC3)C2=O)nc1)c1cccc(F)c1 | 3 | -4
CCOc1cccc2c1OC(c1cc(OC)ccc1OC)N1N=C(c3ccco3)CC21 (stereo not drawn) | -20 | 8
COc1ccc(C2C(C(=O)Nc3cc(C)on3)c3cc(OC)c(OC)cc3C(=O)N2C)cc1 (stereo not drawn) | 2 | 21

4 compounds already listed, sorted by formula weight, lowest first:
structure | Pf apPOL inh | mHTT CaM bind
O=S1(=O)c2ccc(N3CCC[C@H]3CO)cc2O[C@H]2CCN1C2 | -4 | -12
Cc1cc(C)nc(SCC(=O)N(c2ccccc2)c2ccccc2)n1 | 2 | -9
O=C(Nc1ccc(N2CCN(C3CCCC3)C2=O)nc1)c1cccc(F)c1 | 3 | -4
CCOc1cccc2c1OC(c1cc(OC)ccc1OC)N1N=C(c3ccco3)CC21 (stereo not drawn) | -20 | 8

Carrying on:
Each structure is followed by: Pf apPOL inh	mHTT CaM bind
- O=S1(=O)CCO[C@H]2Cc3ccccc3[C@H]2N1Cc1cccc(Cl)c1
  -5	-13
- O=C(Nc1ccc(Br)cc1)c1cc(-c2cccc(Cl)c2)on1
  4	-3
- Cc1cc(C)nc(Nc2ncc(O)n2-c2ccc(F)cc2)n1
  -1&1	-4&-6
- CN(C)CCN(C)C/C=C/c1ccc(N(C)C)cc1
  -2	40
- Cc1ccc(CN2C(=O)NC3(CCN(C(=O)COc4ccc(F)cc4)CC3)C2=O)cc1
  -3	22
- O=C(Nc1ccc2c(N3CCOCC3)ncnc2c1)c1cccc(Cl)c1
  -11	88*
- O=C1CCCN2N=C(SCC(=O)NCc3ccco3)SC2=N1
  -6	-1
- CCOc1ccccc1NS(=O)(=O)c1cc(Br)cc2c1N(C(C)=O)CC2
  -1	0
- COc1cc(C)ccc1OCCCOc1ccc([N+](=O)[O-])cc1
  -18	-5
- Cc1oc2c(F)c(F)c(F)c(F)c2c1C(=O)Nc1ccc(Cl)cc1
  1	.
- CCN(CC)C(=O)c1ccc(O)c(OC)c1
  8	.
- CC(=O)Nc1ccc(N=Cc2cccc([N+](=O)[O-])c2O)cc1
  -2	7
- CN1C(=N)NC(=O)/C1=C\c1ccc(-c2ccc(Br)cc2)o1
  6	4
- O=C(Nc1cccc(C(F)(F)F)c1)Nc1cnn2c(C(F)(F)F)cc(C(F)(F)F)nc12
  5	.
- COc1ccc(C2Nc3c(C)ccc(Cl)c3C3C=CCC32)cc1[N+](=O)[O-] (stereo not drawn)
  -6	33
- CCOc1ccc(/C=C2\N=C(c3cncc(Br)c3)OC2=O)cc1
  -8	7
- c1cc(-c2noc(C3CCCCN3Cc3nc(C4CC4)no3)n2)ccn1 (stereo not drawn)
  3	2
- O=C(Cn1cc(-c2ccccc2)oc1=O)N1CCSCC1
  3	-7
- CC(C)N(C)C(=O)C1COC2(CCCCC2)N1C(=O)c1ccc(C(F)(F)F)cc1 (stereo not drawn)
  -2	-6
- COc1cccc(CNC(=O)C2CCN(S(=O)(=O)N3CCC4(CC3)OCCO4)CC2)c1
  -14	1
- O=C(Nc1ccc2oc(-c3cccc(Cl)c3Cl)nc2c1)c1ccc([N+](=O)[O-])o1
  -2	-5
- O=C(NCCN1CCN(Cc2ccccc2)CC1)C(=O)Nc1ccc(F)cc1
  -4	3
- COc1ccccc1C(=O)Nc1cc(-c2nn(C)c(=O)c3ccccc23)ccc1N1CCOCC1
  -8	-4
- CC(C)c1nc2c(c(=O)n1CC(=O)NCc1cccs1)CN(Cc1ccccc1)CC2
  -3	-6
- CC(C)NC(=O)NCCC1CCN(S(=O)(=O)c2ccc(F)cc2)CC1
  -1	28
- Cc1cc(OCC(=O)Nc2nccs2)c(C(C)C)cc1Br
  -5	-10
- COc1ccc(-c2cc3nc4c(c(=O)n3[nH]2)CN(C(=O)NCc2ccco2)CC4)cc1
  14	9
- Nc1c2c(-c3ccccc3)nc(N3CCCCC3)nc2nn1-c1ccccc1
  1	31
- COCCC1CCN(C(=O)CN(C)C(=O)Cc2cccc(C)c2)CC1
  -6	-7
- COc1cc(C)c(N)cc1C(C)C
  -8	26

The listing continues:
Each structure is followed by: Pf apPOL inh	mHTT CaM bind
- CC1CCCN(Cc2nc(-c3ccc(N4CCCCCC4)nc3)no2)C1 (stereo not drawn)
  -3	3
- Cc1nc(CCNC(=O)C2CCN(C(=O)c3cccc(Cl)c3)CC2)cs1
  -3	-5
- FC(F)Oc1ccc(C2CC(c3ccc(Cl)cc3)Nc3nnnn32)cc1 (stereo not drawn)
  2	7
- CN(C)c1ccc(C=C(C#N)S(=O)(=O)c2ccc(Cl)cc2)c(F)c1C#N
  0	.
- O=C(NCCC1=CCCCC1)c1ccc(S(=O)(=O)NC2CC2)o1
  0	-17
- CCNC(=O)N1CCCC1c1nc2cc(-c3ccc(F)cc3F)ccc2o1 (stereo not drawn)
  -4	18
- O=C(CN1C(=O)/C(=C/c2ccc(Cl)cc2)Sc2ccccc21)NC1CC1
  -18	7
- O=C(Nc1ccc(Br)cn1)c1ccc(F)cc1
  -6	-10
- C=CCSc1nnc2n(-c3ccccc3)c(=O)c3c(C)c(C)sc3n12
  -1	-3
- CC1=C(C(=O)Nc2ccc(C)cc2)C(c2ccccc2Cl)n2ncnc2N1 (stereo not drawn)
  1	0
- Cc1cccc(C(=O)Nc2ccccc2C(=O)Nc2ccccc2)c1
  -6	-1
- CC1(C)CC(=O)C2=C(C1)Nc1ncnn1C2c1ccc(O)cc1 (stereo not drawn)
  -4	-6
- Cc1ccccc1CNC(=O)C1CCc2sc(C(=O)N3CCCC3)cc2C1 (stereo not drawn)
  0	5
- Cc1ccc(-c2nc(N)nc(N)n2)cc1Cl
  -11	.

From PubChem
